Screening results from PubChem BioAssay.
Runt-CBFb FRET = blocks binding of human RUNX1 Runt domain to CBFb. 0.46% of 220,000 active. inhibition, % at 20 µM. Cerulean-Runt/Venus-CBFb FRET ratio 530/480, 1 h;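 active = inhibition over about 50% at 20 µM in the single-dose screen, limit read from the data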;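 also: 0% = DMSO wells and 100% = excess unlabeled CBFb competitor control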
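Schedule: protein complex preformed 1 h, compound exposure 1 h, room temperature, dark; test system: Cerulean-labeled Runt domain protein; amount: 100 nM per protein; buffer or medium: Tris 50 mM pH 7.5, KCl, K2SO4, 0.01% BSA; read-out: loss of energy transfer signal; detection: FRET fluorescence; controls: 5 µM unlabeled CBFb as full-inhibition high control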
TbHK1 inh = T. brucei hexokinase 1 inhibition. 0.11% of 220,000 active. inhibition, % at 10 µM. recombinant TbHK1, G6PDH-coupled NADH A340;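 active = inhibition of 50% or more in the single-dose primary screen; inactive = inhibition below 50%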
14-3-3 Bad inh = disrupts binding of bovine 14-3-3 zeta to phospho-Bad peptide | TR-FRET 14-3-3zeta/Dy647-pBad peptide displacement, 1 h | AID 781 | inhibition, % at 21.7 µM | P63103 | 0.71% of 220,000 active;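 active = inhibition above about 70%, limit read from the data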;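 also: 0% = full 14-3-3 plus peptide FRET controls and 100% = background without 14-3-3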
zVAD death inh = L929 zVAD cell death inhibition; L929 zVAD necroptosis rescue, ATP luminescence, 24 h; with zVAD 60 µM; viability rescue, % at 10 µM; 0.38% of 220,000 active; AID 1377;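 active = activation, scaled between plate controls, above about 75%, limit read from the data; inactive = activation under that limit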;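 also: 0% = zVAD with DMSO and 100% = DMSO alone without zVAD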
Mdm2 ligase inh = Mdm2 E3 ligase (human) inhibition; signal enhancement, % at 5 µM; 0.11% of 210,000 active; Q00987; cell-based MDM2 ubiquitination luciferase reporter, 2 h; 0 = plate control, 100 = twice control, blank-subtracted; AID 1230;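 active = signal enhancement of 30% or more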;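 also: luminescence tracks abundance of the self-degrading MDM2-luciferase fusion protein; higher signal means inhibition of MDM2 E3 ligase activity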
Target sequence (Q00987 whole entry, looked up, the tested form may be a part): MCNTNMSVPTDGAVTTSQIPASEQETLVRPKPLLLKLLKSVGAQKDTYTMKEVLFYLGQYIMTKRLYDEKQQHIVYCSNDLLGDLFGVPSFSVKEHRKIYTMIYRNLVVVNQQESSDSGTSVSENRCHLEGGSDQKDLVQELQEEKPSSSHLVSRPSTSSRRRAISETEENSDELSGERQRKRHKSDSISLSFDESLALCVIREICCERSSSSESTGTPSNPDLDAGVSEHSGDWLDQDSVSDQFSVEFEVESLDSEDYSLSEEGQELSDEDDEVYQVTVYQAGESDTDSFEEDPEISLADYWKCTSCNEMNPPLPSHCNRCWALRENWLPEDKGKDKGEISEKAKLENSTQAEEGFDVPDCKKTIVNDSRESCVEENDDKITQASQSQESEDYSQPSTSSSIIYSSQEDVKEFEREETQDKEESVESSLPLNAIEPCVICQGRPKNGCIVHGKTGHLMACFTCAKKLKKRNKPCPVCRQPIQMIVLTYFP
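Test system: mammalian cells stably expressing self-ubiquitinating, self-degrading MDM2 E3–luciferase fusion; Amount: 2000 cells in each well; Medium: DMEM; Schedule: 4 h settle plus 2 h compound, 37 °C; Technique: SteadyLite luciferase luminescence after 15 min room-temperature reagent incubation; Benchmarks: plate control and blank wells.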
Runt-SMMHC FRET = inhibitors of human RUNX1 Runt domain binding to CBFb-SMMHC. Cerulean-Runt/Venus-CBFb-SMMHC FRET ratio 530/480, 1 h. inhibition, % at 20 µM. 0.74% of 220,000 active;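 active = mean inhibition across duplicate retests at 20 µM reaching about 50%, limit read from the data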;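 also: 0% = DMSO wells and 100% = wells with excess untagged CBFb-SMMHC; inhibitors lower the FRET ratio by blocking Runt binding to CBFb-SMMHC; some results filed as inactive read as strong as hits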
EBV gp42 block = blocks Epstein-Barr virus glycoprotein 42 binding. Fluorescence polarization binding assay, mP read-out. 0.42% of 220,000 active. AID 1085. Q1HVG2. inhibition, % (tested at 21.74 µM); in the data active = inhibition above about 50%
Hck-Nef inh = human Hck-Nef kinase inhibition. inhibition, % at 20 µM. P08631. 0.68% of 220,000 active. Recombinant Hck-YEEI plus Nef, Z-Lyte FRET kinase assay. AID 463187;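 active = Hck-Nef kinase inhibition above about 50%, limit read from the data; inactive = inhibition below that limit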;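 also: 0% = DMSO with Hck plus Nef and 100% = Hck alone without Nef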
Target sequence (P08631 whole entry, looked up): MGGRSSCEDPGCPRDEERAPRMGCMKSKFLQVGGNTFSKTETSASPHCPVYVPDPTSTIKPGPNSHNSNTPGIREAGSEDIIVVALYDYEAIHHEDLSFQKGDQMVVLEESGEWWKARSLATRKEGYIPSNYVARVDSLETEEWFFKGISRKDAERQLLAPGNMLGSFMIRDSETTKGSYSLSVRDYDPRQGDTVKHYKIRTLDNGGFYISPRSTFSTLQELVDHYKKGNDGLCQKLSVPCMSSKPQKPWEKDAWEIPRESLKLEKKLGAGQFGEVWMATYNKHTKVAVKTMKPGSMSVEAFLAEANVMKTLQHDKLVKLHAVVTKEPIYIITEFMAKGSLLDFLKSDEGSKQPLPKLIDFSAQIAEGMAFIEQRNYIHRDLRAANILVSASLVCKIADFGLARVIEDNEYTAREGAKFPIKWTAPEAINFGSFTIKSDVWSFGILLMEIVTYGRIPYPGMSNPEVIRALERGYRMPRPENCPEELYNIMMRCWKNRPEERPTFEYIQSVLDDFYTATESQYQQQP
p47phox inh = inhibitors of human p47phox binding; 0.53% of 220,000 active; inhibition, % at 24.7 µM; AID 1274; p47phox/p22phox peptide binding, fluorescence polarization, 2 h;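 active = inhibition above about 30%, limit read from the data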;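 also: 0% = p47phox with labelled peptide and 100% = labelled peptide alone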
* marks the source's active call; other numbers are inactive results; . = no result given; [ ] = dose if it differs, or a comment. The order is random. About 3.2% of those tested had a hit in this group.

Screens by letter – A = Runt-CBFb FRET; B = TbHK1 inh; C = 14-3-3 Bad inh; D = zVAD death inh; E = Mdm2 ligase inh; F = Runt-SMMHC FRET; G = EBV gp42 block; H = Hck-Nef inh; I = p47phox inh
> CCOc1ccc(NC(=O)CSc2nnc(-c3ccoc3C)n2CC2CCCO2)cc1 (configuration not stated)
  A: 0.2; B: 1.6; C: -0.7[fluorescence artefact?]; D: -0.6; E: 15.9; F: 3.8; G: -25.6; H: -11.1; I: 4.9
> O=C(CSCc1ccccc1Cl)NN1C(=O)c2ccccc2C1=O
  A: 0.1; B: 4.1; C: 5.6; D: -0.1; E: 2.9; F: 0.2; G: -20.4; H: -0.1; I: -6.0
> CC(C)c1ccc(NC(=O)C2CC(=O)Nc3nc4ccccc4n32)cc1 (configuration not stated)
  A: 0.0; B: -13.1; C: 5.2; D: 0.8; E: .; F: 0.9; G: -9.1; H: 32.2; I: -12.9
> CCOC(=O)c1c(N)nn(C(=O)C(C)(C)C)c1-c1ccccc1
  A: -3.0; B: 1.8; C: 5.4; D: 0.1; E: -1.4; F: -7.1; G: -3.9; H: 6.7; I: 7.5
> Cc1c(C(=O)N/N=C/c2ccc(O)cc2)sc(=S)n1C
  A: -1.1; B: -7.6; C: -7.0; D: 2.8; E: -8.7; F: 3.2; G: -9.9; H: 0.4; I: -34.4
> O=C(Nc1nnc(SCc2ccccc2Cl)s1)c1cccc([N+](=O)[O-])c1
  A: -0.2; B: 1.1; C: -4.2[fluorescence artefact?]; D: 0.0; E: -11.7; F: -0.1; G: 3.5; H: 0.5; I: -9.2
> Fc1ccc(-c2n[nH]c(=S)n2/N=C/c2c[nH]c3ccccc23)cc1
  A: 23.9; B: -2.9; C: -9.4; D: 2.2; E: -16.3; F: 13.7; G: -7.1; H: 0.1; I: -6.9
> COc1ccc([N+](=O)[O-])cc1NS(=O)(=O)c1ccc(C)cc1
  A: -0.7; B: -13.4; C: 0.0; D: -0.2; E: .; F: 0.2; G: -1.2; H: 21.2; I: -7.0
> CCOc1ccccc1Oc1ccc(C(F)(F)F)cn1
  A: -1.7; B: 4.9; C: 1.7; D: 0.6; E: -25.5; F: 2.4; G: -12.5; H: 7.4; I: -6.6
> COc1ccc(OC)c(NC(=O)c2cc(S(=O)(=O)NCc3ccco3)ccc2F)c1
  A: 1.3; B: -2.6; C: 2.0; D: 4.3; E: -1.9; F: 1.5; G: -12.9; H: 3.8; I: -21.4
> COCCNC(=O)CN(c1ccc(OC)c(OC)c1)S(=O)(=O)c1ccc(C)cc1
  A: -0.4; B: -1.0; C: -3.9; D: 0.0; E: -3.6; F: 6.3; G: -4.7; H: 1.6; I: -13.2
> COc1cccc(CNC(=O)CC(NC(C)=O)c2ccccc2)c1 (configuration not stated)
  A: 0.3; B: -10.8; C: -1.5; D: 2.4; E: 1.5; F: 2.0; G: -20.4; H: 25.3; I: -7.5
> O=C(CSc1nnnn1-c1ccc(F)cc1)NNC(=O)c1ccco1
  A: 2.6; B: -1.7; C: -0.9; D: 0.8; E: .; F: 1.0; G: -12.4; H: 24.3; I: -2.9
> CCN(c1ccc(NS(=O)(=O)c2cc(Cl)ccc2Cl)cc1)C(C)C
  A: 13.4; B: 4.8; C: 6.7; D: 1.8; E: -7.0; F: 21.8; G: -12.3; H: 14.7; I: -4.1
> S=c1[nH]nc(-c2ccc(Br)cc2)n1Cc1ccco1
  A: 10.8; B: -8.4; C: 8.4; D: 3.1; E: -17.9; F: 7.7; G: -13.6; H: -0.7; I: -2.2
> O=C(CN1CCN(Cc2ccccc2)CC1)N/N=C/c1cccnc1
  A: 0.8; B: -8.5; C: -2.7; D: 0.5; E: -17.1; F: 0.2; G: -2.3; H: 5.6; I: -1.7
> NC(=NC(=O)c1ccc(Cl)cc1)N1N=CCC1c1ccccc1 (configuration not stated)
  A: -1.7; B: -4.9; C: -13.4; D: 1.2; E: -18.0; F: 0.9; G: 12.4; H: -1.6; I: -0.6
> CN1CC(c2ccc(Cl)c(Cl)c2)[C@@]2(COc3ccccc3C2=O)[C@@]12C(=O)Nc1ccccc12 (some centres not stated)
  A: 1.6; B: -2.2; C: -13.2; D: -0.2; E: -5.5; F: 4.7; G: -9.9; H: -0.5; I: 1.1
> O=C(O)CCc1n[nH]c(=S)[nH]c1=O
  A: 3.7; B: -1.7; C: -14.1; D: 0.3; E: -27.1; F: -0.6; G: -4.4; H: 20.6; I: -9.1
> CC1CCCC(C)N1/N=C/c1ccc(Cl)cc1 (configuration not stated)
  A: 1.5; B: -2.2; C: .; D: -0.2; E: -7.7; F: -2.6; G: -14.4; H: -0.2; I: -18.3
> Brc1ccc(Nc2ncnc3[nH]ncc23)cc1
  A: -2.4; B: -7.8; C: -1.5; D: 0.0; E: -18.6; F: -0.5; G: -18.6; H: 51.1*; I: -15.1
> O=C(O)c1cccc2c1C(=O)c1ccccc1C2=O
  A: 2.5; B: -11.5; C: -6.9; D: 2.1; E: -8.1; F: -4.1; G: -4.3; H: 4.9; I: 3.6
> N#Cc1ccc(Cl)cc1NC(=O)COC(=O)c1ccc(S(=O)(=O)N2CCCC2)cc1
  A: 1.0; B: -4.8; C: .; D: 0.2; E: -42.9; F: 6.2; G: -22.4; H: 2.7; I: -15.1
> O=C(Nc1ccccn1)NC1CCS(=O)(=O)C1 (configuration not stated)
  A: 0.8; B: 3.4; C: -8.6[fluorescence artefact?]; D: -0.3; E: -5.2; F: 5.4; G: -26.7; H: 4.6; I: 5.3
> CCc1ccccc1NC(=O)Cc1cn(C)c2ccccc12
  A: -4.4; B: 6.4; C: -14.1; D: -0.1; E: -8.0; F: -1.5; G: 6.9; H: -32.4; I: -3.5
> O=C(Nc1c2c(nn1-c1ccc(Cl)cc1)CS(=O)(=O)C2)c1ccc2c(c1)OCO2
  A: -1.2; B: 2.9; C: 2.7; D: -0.4; E: -8.3; F: -14.0; G: -10.5; H: 1.0; I: -9.5
> CC(=O)NCCC(=O)Nc1ccc(F)cc1C
  A: -1.8; B: 0.5; C: -0.8; D: -0.1; E: 11.3; F: 1.4; G: 1.0; H: -0.1; I: -8.5
> CCOc1ncccc1C(=O)N1CCCSC1=Nc1ccc(C(C)=O)cc1
  A: -0.7; B: -9.4; C: -6.8; D: -1.2; E: -7.0; F: -1.2; G: -13.9; H: -2.0; I: -2.6
> Cn1ccnc1Sc1ccc(C=O)cc1[N+](=O)[O-]
  A: 0.6; B: -10.6; C: 3.8; D: -0.9; E: -5.5; F: -0.9; G: -13.7; H: 15.2; I: -5.9
> Cc1ccc(CNC(=O)c2nnn(-c3cccc(C)c3)c2N)cc1
  A: -3.2; B: -1.1; C: 14.4[fluorescence artefact?]; D: 0.2; E: -16.6; F: -5.5; G: 3.3; H: 0.4; I: -11.1

5 compounds out of the list, arranged by heavy-atom count, falling.
Screens by letter – A = Runt-CBFb FRET; B = TbHK1 inh; C = 14-3-3 Bad inh; D = zVAD death inh; E = Mdm2 ligase inh; F = Runt-SMMHC FRET; G = EBV gp42 block; H = Hck-Nef inh; I = p47phox inh
> O=C(Nc1c2c(nn1-c1ccc(Cl)cc1)CS(=O)(=O)C2)c1ccc2c(c1)OCO2
  A: -1.2; B: 2.9; C: 2.7; D: -0.4; E: -8.3; F: -14.0; G: -10.5; H: 1.0; I: -9.5
> CCOc1ncccc1C(=O)N1CCCSC1=Nc1ccc(C(C)=O)cc1
  A: -0.7; B: -9.4; C: -6.8; D: -1.2; E: -7.0; F: -1.2; G: -13.9; H: -2.0; I: -2.6
> O=C(O)c1cccc2c1C(=O)c1ccccc1C2=O
  A: 2.5; B: -11.5; C: -6.9; D: 2.1; E: -8.1; F: -4.1; G: -4.3; H: 4.9; I: 3.6
> Brc1ccc(Nc2ncnc3[nH]ncc23)cc1
  A: -2.4; B: -7.8; C: -1.5; D: 0.0; E: -18.6; F: -0.5; G: -18.6; H: 51.1*; I: -15.1
> O=C(O)CCc1n[nH]c(=S)[nH]c1=O
  A: 3.7; B: -1.7; C: -14.1; D: 0.3; E: -27.1; F: -0.6; G: -4.4; H: 20.6; I: -9.1

Next part
Screens by letter – A = Runt-CBFb FRET; B = TbHK1 inh; C = 14-3-3 Bad inh; D = zVAD death inh; E = Mdm2 ligase inh; F = Runt-SMMHC FRET; G = EBV gp42 block; H = Hck-Nef inh; I = p47phox inh
> COC(=O)NNC(=O)COc1ccc(Br)c(C)c1
  A: 0.5; B: -10.0; C: 12.8; D: -0.7; E: -0.1; F: 4.2; G: -31.2; H: 8.3; I: -8.4
> COc1ccc(C(CCNC(C)c2ccccc2)C(C)C)cc1 (configuration not stated)
  A: -0.8; B: 15.1; C: -4.0; D: 0.0; E: 0.3; F: -1.8; G: -10.0; H: 0.2; I: 42.2*
> O=C(CCNC(=O)c1ccc([N+](=O)[O-])cc1)Nc1ccc(N2CCOCC2)cc1N1CCOCC1
  A: -1.0; B: -4.4; C: -11.8; D: 0.4; E: -4.9; F: 3.0; G: 6.3; H: 7.2; I: -11.6
> Cc1csc(SCC(=O)NCCc2ccc(Cl)cc2Cl)n1
  A: 0.1; B: 0.7; C: -2.5; D: -0.6; E: .; F: -1.5; G: 11.0; H: 1.0; I: -12.6
> COc1ccc(CNC(=O)C2CCN(S(C)(=O)=O)CC2)cc1
  A: .; B: -2.6; C: -4.8; D: 9.5; E: 9.8; F: -0.7; G: -22.6; H: 25.8; I: -3.4
> O=C(CSc1c(Cl)cccc1Cl)N1CCC(c2nc3ccccc3s2)CC1
  A: .; B: -2.0; C: 3.0; D: 0.0; E: 4.8; F: -1.9; G: -19.6; H: 0.1; I: 4.8
> CN(C)S(=O)(=O)c1ccc(C(=O)OCC(=O)NC(=O)NCc2ccccc2)cc1
  A: 0.4; B: 5.2; C: 6.7[fluorescence artefact?]; D: 0.0; E: -11.9; F: -3.3; G: -11.7; H: -0.5; I: -2.3
> CC1(C)Cc2c(c(-c3ccco3)[nH]c(=O)c2C#N)CS1
  A: -8.8; B: -4.7; C: -4.5; D: -0.6; E: -4.8; F: -58.9; G: 31.9; H: 24.0; I: 2.0
> COc1ccccc1NC(=S)NNC(=O)c1cc(C)n(C)n1
  A: 8.0; B: 0.4; C: -9.1; D: -0.1; E: -27.3; F: 2.5; G: -20.1; H: -17.4; I: -5.2
> OCCN1CCN(CC(O)COCc2ccc3c(c2)OCO3)CC1 (configuration not stated)
  A: -1.1; B: 1.0; C: 48.6[fluorescence artefact?]; D: -0.6; E: -11.8; F: 0.4; G: 2.1; H: 7.8; I: 6.1
> O=C(c1cc2ccccc2oc1=O)N(Cc1cccs1)Cc1ccccc1Cl
  A: -1.4; B: 1.5; C: -4.3; D: 0.0; E: -10.4; F: -1.0; G: -3.3; H: -0.7; I: -4.0
> CC[C@H](C)[C@H](NC(N)=O)C(=O)NCCc1ccc(OC)cc1
  A: 2.7; B: -2.6; C: -5.2; D: 1.9; E: -12.4; F: -5.8; G: -10.4; H: 14.1; I: 1.4
> C=CCOc1ccc(CNn2nnnc2N)cc1
  A: -1.4; B: -1.4; C: -0.5; D: 0.9; E: -29.0; F: -2.1; G: -13.7; H: 1.2; I: -16.7
> NS(=O)(=O)c1ccc(NC(=S)NC2CCCCC2)cc1
  A: 44.8; B: 4.4; C: -0.7; D: 1.2; E: -10.8; F: 24.3; G: 2.4; H: 21.1; I: 10.1
